# GPR55 activation – GPR55 agonists via beta-arrestin recruitment, primary screen, imaging, U2OS cells, beta-arrestin-GFP redistribution (AID 1961). U2OS GPR55 beta-arrestin-GFP redistribution imaging; higher % means a stronger effect. activation, % at 10 µM, or EC50 in µM where a hit was titrated. 290,000 tested, 0.048% active;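 active = activation above 40% with more than 50 cells counted in the well; inconclusive = wells holding fewer than 50 cells, flagged as toxic or sparse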;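 note: U2OS osteosarcoma cells stably expressing GPR55 and beta-arrestin-GFP; plate controls were DMSO negative control for no effect and LPI positive control for full effect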
# GPR35 antagonists – GPR35 antagonists blocking zaprinast-driven arrestin recruitment, primary screen, imaging, U2OS, beta-arrestin-GFP, zaprinast agonist (AID 2058) | U2OS GPR35 beta-arrestin-GFP translocation imaging, zaprinast antagonism; higher % means a stronger effect | inhibition, % at 10 µM, or IC50 in µM where a hit was titrated | 290,000 tested, 0.052% active;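 active = inhibition of at least 50% with at least 30 cells and total cytoplasm GFP at most 10,000,000; inconclusive = under 30 cells or total GFP of 10,000,000 plus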
# GPR55 antagonists – inhibition of LPI-stimulated GPR55 beta-arrestin translocation – imaging, U2OS, beta-arrestin-GFP, LPI agonist, primary screen (AID 2013). 290,000 tested, 0.13% active. inhibition, % at 10 µM; hits with a dose series show IC50 in µM. U2OS GPR55 beta-arrestin-GFP translocation imaging, LPI antagonism; higher % means a stronger effect;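 active = spots per cell inhibited over 60%, with over 100 cells counted and total cytoplasm intensity under 500,000; inconclusive = wells with under 100 cells, flagged as likely toxic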;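 note: U2OS cells stably carrying GPR55 and arrestin-GFP stimulated by 5 µM LPI near EC80; imaged beta-arrestin-GFP aggregate spots per cell after agonist stimulation; plate controls were LPI-stimulated DMSO wells for no effect and DMSO wells without LPI for full effect; some results filed as inactive read as strong as hits; confirmed hits need IC50 under 10 µM and bright autofluorescent wells are also inconclusive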
# Rac1 GTP hydrolysis – MgcRacGAP GTPase-activating activity inhibitors, confirmation, biochemical, ADP Hunter fluorescence | MgcRacGAP-stimulated Rac1 GTP hydrolysis, ADP Hunter fluorescence; higher % means a stronger effect; GST-tagged Rac1 F28L mutant substrate | inhibition, % at 30 µM, or IC50 in µM where a hit was titrated | 340,000 tested, 0.6% active;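 active = first-screen hits whose inhibition reached a set limit at any dose in the follow-up dose series; inconclusive = inhibition above the set first-screen limit but never retested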;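 note: fluorescence reports GDP produced by GAP-driven GTP hydrolysis; strong numbers were not always called active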
# T cell modulator – T cell immune modulation candidate. 2C CD8+ T cell-vesicle binding, flow cytometry; stronger effect = lower value. calls only at 7 µM. 330,000 tested, 0.068% active;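 active = response, share of CD8 T cells binding vesicles, and their 90th percentile fluorescence all below set limits, cut at about 80% in these data, passing the limit was not always enough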
#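 incubation = binding step 1.5 h, 37 °C, antibody labelling 20 min, ice | test system = 2C mouse CD8+ T cells | read-out basis = percent CD8+ FL2 mean versus row control | controls = Peptide-free naked vesicles (low) and QL9 vesicles with 0.7% DMSO vehicle (high) | detection = flow cytometry of vesicle-bound cells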
# SV40 large T antigen – TAg ATPase/helicase activity blockers – biochemical (AID 1903); one-dose inhibition, % at 20 µM; IC50 in µM for titrated hits; 310,000 tested, 0.39% active; SV40 large T antigen ATPase/helicase inhibition assay; higher % means a stronger effect; in the data active = a potency from the dose series; inconclusive = inhibition mostly from about 32% at the one dose, without a potency; inactive = the rest, 99 in 100 with inhibition below about 32%; note: strong numbers were not always called active
# NTR1 agonist – agonists of NTR1, primary screen, imaging, U2OS cells, beta-arrestin-GFP, high content (AID 493036); P30989; NTR1-U2OS beta-arrestin-GFP spot imaging, agonist mode; activation, % at 20 µM; 330,000 tested, 0.17% active;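 active = activation at or above 40% of the spot to cytoplasm intensity ratio, with at least 20 cells analyzed; inconclusive = wells under 20 cells, flagged as cytotoxic or low count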;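 note: 0% = DMSO without peptide and 100% = 100 nM NTR1 peptide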
# Target sequence (P30989 whole entry, looked up): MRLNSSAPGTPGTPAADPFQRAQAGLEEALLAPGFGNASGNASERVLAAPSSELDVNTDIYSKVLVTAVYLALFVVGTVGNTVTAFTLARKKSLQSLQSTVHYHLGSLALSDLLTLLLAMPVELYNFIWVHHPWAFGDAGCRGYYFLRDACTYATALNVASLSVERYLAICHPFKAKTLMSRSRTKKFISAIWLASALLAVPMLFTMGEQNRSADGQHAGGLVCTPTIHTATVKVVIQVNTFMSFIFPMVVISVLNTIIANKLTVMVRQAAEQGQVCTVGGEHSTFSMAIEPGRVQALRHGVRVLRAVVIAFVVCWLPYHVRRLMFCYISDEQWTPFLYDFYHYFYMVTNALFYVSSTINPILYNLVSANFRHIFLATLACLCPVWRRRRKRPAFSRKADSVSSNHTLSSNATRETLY
# Lipid droplet – hepatic lipid droplet formation modulation. inhibition, % at 6.5 µM. AID 1656. 240,000 tested, 0.4% active. AML12 mouse hepatocytes, oleate lipid droplets, BODIPY imaging;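 active = lipid droplet intensity inhibited by at least 50%, with more than 500 cells counted; inconclusive = wells with under 300 cells, treated as cytotoxic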
#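 Assay system: AML12 hepatocytes (mouse) / Also added: 100 µM oleic acid challenge / Times: overnight treatment with compound plus oleate / Detection: high-content imaging of BODIPY-stained droplets and DAPI nuclei / Evaluation: % inhibition of lipid droplet signal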
# LYP phosphatase – PTPN22 lymphoid phosphatase activity blockers – biochemical, fluorescence intensity, uHTS (AID 1779); inhibition, % at 11.5 µM, or IC50 in µM where a hit was titrated; recombinant LYP phosphatase, fluorescence intensity; higher % means a stronger effect; 290,000 tested, 0.054% active; in the data active = inhibition above about 50%;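 note: plate controls were vehicle with enzyme for no effect and no enzyme for full effect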
# Lipid droplet cells 6.5 µM – second read-out of Lipid droplet, no call of its own (marks repeat the call); cell count; measured here: cell count, cytotoxicity flag;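 cells counted across two imaged fields per well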
# T cell modulator vesicle-bound % – also measured in T cell modulator; calls as there; double positive events, %; measured here: CD8+ vesicle-bound cell fraction;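 binding gate set so that unloaded-vesicle control wells show 10% double positive cells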
# NTR1 agonist cell count 20 µM – recorded beside NTR1 agonist, whose call it bears; cell count; measured here: cell count, cytotoxicity flag
# Numbers without * were called inactive; i = inactive; ? = inconclusive; . = no result given.
no.	Molecule	Lipid droplet cells 6.5 µM	LYP phosphatase	GPR55 activation	NTR1 agonist	GPR55 antagonists	T cell modulator vesicle-bound %	T cell modulator	Lipid droplet	GPR35 antagonists	Rac1 GTP hydrolysis	SV40 large T antigen	NTR1 agonist cell count 20 µM
1	CCCCSc1ncnc2[nH]ncc12	722	2%	0.0%	0.8	-15%	33	i	2	-20%	-7%	11%	73
2	Cc1nc(NC(=O)CSc2nnc(C)n2CC2CCCO2)sc1C (centres undefined)	803	-1%	0.2%	0.5	11%	39	i	16	-8%	0%	9%	59
3	CCOC(=O)c1[nH]cc(-c2ccccc2)c1N1CCOCC1	655	3%	-0.1%	1.2	1%	50	i	14	5%	11%	-1%	59
4	O=C(O)C(C(O)c1ccccc1)[n+]1ccccc1 (centres undefined)	.	.	.	2.2	.	37	i	.	.	6%	21%	103
5	Cc1ccc(-n2nc3c(N4CCC(C(=O)NCCc5ccco5)CC4)nnc(C)c3c2C)cc1	730	-8%	-0.1%	1.0	2%	5	i	10	21%	16%	10%	69
6	O=C(CSc1nnnn1C1CCCCC1)Nc1nc2c(s1)CCCC2	748	8%	0.2%	2.3	4%	24	i	12	-20%	5%	7%	53
7	COc1cc(NC(=O)Cc2c(C(=O)O)[nH]c3ccccc23)cc(OC)c1OC	.	1%	0.2%	-1.2	-8%	12	i	.	-1%	5%	9%	48
8	O=C(CSc1ccccc1)N1CCN(c2ccccc2)CC1	728	3%	-0.5%	-0.6	-16%	38	i	-13	-21%	10%	13%	45
9	Cc1ccc(C)c(S(=O)(=O)NCC(=O)NCc2ccco2)c1	589	-1%	0.0%	1.8	15%	11	i	9	6%	2%	2%	58
10	COc1ccccc1N1CCN(CCC(=O)Nc2cccc(Cl)c2)CC1	.	-8%	-0.1%	-2.1	-10%	26	i	.	-2%	6%	5%	33
11	COc1ccc(S(=O)(=O)NCc2ccncc2)cc1OC	.	-3%	-0.2%	-0.5	-9%	41	i	.	-1%	8%	8%	56
12	CCC(C)(C)NC(=O)C(c1ccc(C)cc1)N(CC1CCCO1)C(=O)CCC(=O)Nc1ccccn1 (centres undefined)	773*	0%	-0.1%	0.3	-2%	29	i	61*	-2%	1%	-1%	36
13	CCOC(=O)C1CCCN(C(=O)c2ccccc2SCCOC)C1 (centres undefined)	790	-7%	-0.1%	-0.4	6%	33	i	-1	10%	7%	10%	33
14	CN1Cc2cc(C(=O)c3ccccc3O)cnc2NC1=O	.	4%	-0.1%	0.2	0%	40	i	.	10%	3%	5%	59
15	N#Cc1ccc(-c2nc3cc(C#N)c(C#N)cc3nc2-c2ccccc2)cc1C#N	676	-6%	0.4%	.	9%	.	.	0	-14%	.	12%	.

# Six entries already listed, ordered by the number in GPR35 antagonists, largest number first:
entry | Structure | GPR35 antagonists
5 | Cc1ccc(-n2nc3c(N4CCC(C(=O)NCCc5ccco5)CC4)nnc(C)c3c2C)cc1 | 21%
13 | CCOC(=O)C1CCCN(C(=O)c2ccccc2SCCOC)C1 (centres undefined) | 10%
9 | Cc1ccc(C)c(S(=O)(=O)NCC(=O)NCc2ccco2)c1 | 6%
11 | COc1ccc(S(=O)(=O)NCc2ccncc2)cc1OC | -1%
10 | COc1ccccc1N1CCN(CCC(=O)Nc2cccc(Cl)c2)CC1 | -2%
1 | CCCCSc1ncnc2[nH]ncc12 | -20%

# Some entries already given, showing only LYP phosphatase:
no. | compound | LYP phosphatase
9 | Cc1ccc(C)c(S(=O)(=O)NCC(=O)NCc2ccco2)c1 | -1%
10 | COc1ccccc1N1CCN(CCC(=O)Nc2cccc(Cl)c2)CC1 | -8%

# Later entries
no.	Molecule	Lipid droplet cells 6.5 µM	LYP phosphatase	GPR55 activation	NTR1 agonist	GPR55 antagonists	T cell modulator vesicle-bound %	T cell modulator	Lipid droplet	GPR35 antagonists	Rac1 GTP hydrolysis	SV40 large T antigen	NTR1 agonist cell count 20 µM
16	CCC(C)(C)NC(=O)C(c1cccs1)N(CC1CCCO1)C(=O)Cn1nnc2ccccc21 (centres undefined)	.	3%	0.6%	-0.9	-1%	42	i	.	18%	11%	6%	38
17	COc1ccccc1Nc1nc(-c2ccccc2O)nc2ccccc12	660	3%	-0.2%	3.1	16%	50	i	0	-3%	4%	25%	40
18	CCCc1nnc(SCC(=O)N2CCCCC2)n1CCCOC	.	-10%	0.2%	-1.1	-10%	29	i	.	4%	6%	28%	99
19	COc1cccc(CNCC(O)(c2ccc(Cl)cc2)c2ccc(Cl)cc2)c1	.	0%	0.2%	11	4%	20	i	.	10%	-3%	4%	77
20	Cc1ccccc1C(=O)N1CCN(c2ccc(NC(=S)NC(=O)c3ccco3)cc2)CC1	708	6%	0.2%	1.2	-3%	10	i	-4	15%	10%	13%	79
21	[N-]=[N+]=NC1CC(CO)OC1n1ccc(=O)[nH]c1=O (centres undefined)	687	-4%	3.7%	-0.4	-7%	32	i	6	10%	-3%	-17%	54
22	CCN1C(=O)[C@H]2[C@@H](c3ccc(Cl)cc3)N3C(=O)CN(CCOC)C(=O)[C@@]3(Cc3ccccc3)[C@H]2C1=O	807	-14%	0.2%	0.0	11%	19	i	6	0%	1%	10%	99
23	O=C(c1cc(-c2ccccc2)on1)N1CCCCCC1	755	-9%	-0.4%	-0.5	13%	30	i	10	9%	5%	2%	33
24	Cc1cc(-n2c(C)cc(C(=O)CSc3nc4ccccc4c(=O)n3Cc3ccco3)c2C)no1	681	4%	-0.1%	6.6	-6%	37	i	-3	-15%	5%	-5%	87
25	CCOc1ccc(N(CC)C(=O)CCNC(=O)Cn2ccc3ccccc3c2=O)cc1	788	-4%	0.0%	5.3	4%	16	i	3	8%	6%	7%	100
26	COc1ccc(C2NC(=O)C(C)S2)cc1 (centres undefined)	750	-4%	-0.1%	4.0	6%	14	i	-6	-3%	-4%	-5%	71
27	CC1(C)CC(=O)C(c2c[nH]c3ccccc23)C(=O)C1	632	-8%	0.0%	1.4	3%	30	i	-8	-6%	8%	.	55
28	C#CCN1C(=O)S/C(=C/c2cc(C)n(CC)c2C)C1=O	693	-1%	-0.3%	3.6	4%	36	i	-6	6%	7%	7%	76
29	CCN(Cc1ccccc1)S(=O)(=O)c1ccc(F)cc1	.	-7%	-0.1%	1.8	15%	59	i	.	6%	-1%	25%	64
30	CCN(C(=O)COC(=O)c1cc([N+](=O)[O-])ccc1N1CCCCC1)C1CCS(=O)(=O)C1 (centres undefined)	708	0%	0.1%	3.4	-10%	17	i	-11	-14%	3%	8%	39

# Continuation:
no.	Molecule	Lipid droplet cells 6.5 µM	LYP phosphatase	GPR55 activation	NTR1 agonist	GPR55 antagonists	T cell modulator vesicle-bound %	T cell modulator	Lipid droplet	GPR35 antagonists	Rac1 GTP hydrolysis	SV40 large T antigen	NTR1 agonist cell count 20 µM
31	Cc1ccc(CNc2ccc3c(c2)ncn3C)cc1	754	-6%	0.5%	4.8	3%	5	i	7	-3%	30%	?	47
32	NC(=O)NC(=O)COC(=O)/C=C/c1cccc(Br)c1	639	-7%	0.3%	3.8	8%	53	i	3	3%	1%	4%	32
33	COc1ccccc1N1CCN(C(=O)c2cc(-c3ccc(Br)cc3)on2)CC1	.	-4%	-0.2%	-1.7	-16%	15	i	.	14%	2%	4%	52
34	O=C(c1cnccn1)N1CCN(c2ccccc2)CC1	.	-7%	-0.1%	-1.0	-6%	13	i	.	-3%	2%	-3%	54
35	O=C(CCC1CCCN(c2ncccn2)C1)NCc1ccc(F)c(F)c1 (centres undefined)	672	1%	-0.1%	0.8	10%	40	i	-5	3%	1%	.	84
36	O=C(N/N=C/c1ccc2c(c1)OCO2)C1COc2ccccc2O1 (centres undefined)	.	-2%	0.0%	0.5	12%	29	i	.	10%	12%	0%	50
37	CC(C)CC(=O)Nc1nc2ccc(S(C)(=O)=O)cc2s1	726	-5%	-0.1%	0.0	2%	53	i	1	-3%	3%	22%	70
38	N#CCc1ccc(OC(=O)c2cccnc2)cc1	719	-7%	0.0%	0.4	1%	23	i	17	14%	3%	12%	47
39	CCn1ccnc1CN1CCC(CO)(CCOc2ccccc2)CC1	652	-2%	-0.3%	3.3	-10%	46	i	-6	1%	4%	29%	24
40	COc1ccc(OC)c(NC(=O)CSc2ccc(-c3cccnc3)nn2)c1	657	-6%	0.0%	1.6	3%	11	i	13	4%	5%	11%	57
41	Cc1cccc(Oc2nc3ccccn3c(=O)c2/C=C(\C#N)C(=O)NC2CCS(=O)(=O)C2)c1C (centres undefined)	801	-11%	0.4%	1.0	4%	22	i	-2	-5%	5%	5%	35
42	O=C(c1ccco1)N1CCN(Cc2cccc(C(F)(F)F)c2)CC1	849	-4%	-0.1%	-0.9	10%	59	i	5	13%	3%	22%	54
43	CCOc1ccc(C(=O)NCC(=O)OCc2cc(C(C)=O)ccc2OC)cc1	675	-1%	-0.2%	2.2	-11%	59	i	8	4%	9%	-1%	96
44	CCC(=O)c1ccc(N2CCN(S(=O)(=O)c3ccccc3)CC2)c(F)c1	741	-6%	0.1%	1.8	0%	27	i	-2	-1%	4%	-2%	43
45	COc1ccc(C(=O)Nc2nc(C)c(C)s2)cc1OC	.	-7%	-0.1%	1.4	-6%	53	i	.	-2%	9%	8%	40
46	CC(C)NC(=O)NC(=O)COC(=O)c1ccc([N+](=O)[O-])cc1Cl	706	0%	0.7%	2.3	16%	11	i	23	-8%	8%	9%	51
47	COC(=O)C1=C(C)NC(=O)NC1c1ccc(N2CCC(c3ccccc3)=N2)cc1 (centres undefined)	697	-5%	0.7%	1.2	10%	42	i	5	12%	4%	9%	32
48	CCn1c(COc2ccc(C)cc2)nnc1SCc1nc2ccccc2[nH]1	.	-4%	-0.1%	3.7	10%	18	i	.	-1%	0%	18%	62
